Assay outcomes deposited in PubChem BioAssay by National Center for Advancing Translational Sciences (NCATS).
ELG1 repair inh – ELG1-dependent DNA repair inhibition. HEK293T ELG1-luciferase reporter, luminescence, 16 h; DNA damage induced by 5-fluorouridine. Potency, µM (doses to about 46.1 µM), for inactives: top-dose activity change, negative = inhibition, most hits filed as inhibitors. 330,000 compounds, 2.3% hits; note: potency is the fitted concentration of half-maximal effect; % is set by controls: 0 for no effect and ±100 for the full control effect; nearly all actives have a fitted effect of over 55% in size
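Overnight (16 hr) co-exposure of 2,000 cells/well to 5-fluorouridine and compound at 37 °C preceded detection. Luciferase was quantified via ONE-Glo luminescence; loss of signal denotes inhibition.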
AT treatment – candidate therapy for ataxia-telangiectasia; […] A-T fibroblasts, KAP-1 phosphorylation AlphaLISA; neocarzinostatin DNA damage 30 min before lysis; 320,000 compounds, 0.19% hits; Potency, µM (titrated, usually from 57.5 µM), for the others: at the top dose activation, most hits filed as activators; note: potency is the fitted concentration of half-maximal effect; % of control where 0% means no effect; nearly all actives have a fitted effect of over 45% in size
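ATM-like activity read as KAP-1 phosphorylation via AlphaLISA donor/acceptor antibody pairs after lysis and 6 hr at 25C. Cells were ATM-null patient fibroblasts ([…], hTERT), dosed 60 min, then exposed to the DSB inducer NCS for 30 min.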
Mito fusion act – blocks mitochondrial division or promotes mitochondrial fusion. 320,000 compounds, 0.23% hits. Potency, µM (titrated, usually from 46.1 µM), for inactives: at the highest dose growth rescue (activation), usual class: activators. S. cerevisiae fusion-defective mutant growth rescue, CellTiterGlo 48 h;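 note: potency is the fitted concentration of half-maximal effect; % of control where 0% means no effect; nearly all actives have a fitted effect of over 45% in size; temperature-sensitive fusion mutants such as fzo1-1 at 37 °C on non-fermentable ethanol glycerol medium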
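Yeast fusion mutant, YPEG (non-fermentable carbon), compound, 48 h at 37C non-permissive; CellTiterGlo added, 10 min RT, luminescence read. Rescued growth = division inhibition.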
Eya2 phos inh – blocks the phosphatase activity of human Eya2; recombinant Eya2, OMFP fluorescence dephosphorylation (OMFP is methylfluorescein phosphate); Potency, µM (series often up to 76.9 µM), without a hit: at the highest dose activity, negative = inhibition, hits mostly inhibitors; 330,000 compounds, 0.006% hits; AID 488837; note: potency is the fitted concentration of half-maximal effect; % is set by controls: 0 for no effect and ±100 for the full control effect
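Eya2 protein (added as 0.2 uM solution) was preincubated with compound for 10 min at ambient temperature in 50 mM HEPES pH 7.5, 50 mM NaCl, 5 uM MgCl2, 0.05% BSA, 1 mM DTT. OMFP (added at 50 uM) then reacted 10 min; fluorescence read at 485/525 nm.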
KCNH2 3.1 inh – inhibitors of human KCNH2 3.1 potassium channel isoform; 340,000 compounds, 0.95% hits; activity change, % (tested at about 1.8 µM); U2OS KCNH2 3.1, thallium flux FluxOr; stronger effect = lower value;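 active = maximum activity change below -70%; inconclusive = maximum activity change from -70% to -50%; inactive = maximum activity change above -50%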;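 note: thallium influx rate constant from kinetic fluorescence after stimulation buffer; % is set by controls: 0 for no effect and ±100 for the full control effect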
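Thallium flux via FluxOr fluorescence (Red40 quencher, 45 min loading) in U2OS cells virally expressing the KCNH2 3.1 isoform (1.77 x 10^8 /mL virus, overnight at 37 C). Rate constants from 2-min kinetic reads post-stimulation, normalised to positive and negative controls.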
hERG WT inh – KCNH2 (human, wildtype) channel inhibition; Q12809; 340,000 compounds, 0.37% hits; activity change, % at 1.84 µM; U2OS, BacMam KCNH2, thallium flux FluxOr; stronger effect = lower value;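 active = maximum activity change below -70%; inconclusive = maximum activity change between -70% and -50%; inactive = maximum activity change above -50%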; note: % is set by controls: 0 for no effect and ±100 for the full control effect
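U2OS cells transduced with wild-type KCNH2 virus are loaded with FluxOr dye for 45 min, and thallium flux is measured in kinetic reads before and after stimulation buffer. Rate constants are normalized to DMSO controls.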
TCR activator – T cell receptor activation. primary human leukocytes, anti-CD3, IL-2 HTRF, 48 h. Potency, µM (series often up to 9.22 µM), for the others: top-dose activation of IL-2 secretion, actives largely listed as activators. 330,000 tested, under 10 active. AID 504894; note: % of control where 0% means no effect
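Readout: HTRF IL-2, Eu-cryptate/d2 antibody pair, 320nm excitation, 665nm emission. Stimulus: a-CD3 beads, no co-stimulation. Cells: primary human leukocytes. Exposure: 48 hr with compound.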
TRPV1 ag – activates the human vanilloid receptor TRPV1; TRPV1-expressing cells, Fluo-8 calcium influx, agonist mode; activation, % at 8.33 µM; 320,000 compounds, 0.19% hits; AID 540275; in the data active = activation above about 80%; inconclusive = between about 30% and that limit; note: 0% is about no effect
Target sequence (Q8NER1 whole entry, looked up): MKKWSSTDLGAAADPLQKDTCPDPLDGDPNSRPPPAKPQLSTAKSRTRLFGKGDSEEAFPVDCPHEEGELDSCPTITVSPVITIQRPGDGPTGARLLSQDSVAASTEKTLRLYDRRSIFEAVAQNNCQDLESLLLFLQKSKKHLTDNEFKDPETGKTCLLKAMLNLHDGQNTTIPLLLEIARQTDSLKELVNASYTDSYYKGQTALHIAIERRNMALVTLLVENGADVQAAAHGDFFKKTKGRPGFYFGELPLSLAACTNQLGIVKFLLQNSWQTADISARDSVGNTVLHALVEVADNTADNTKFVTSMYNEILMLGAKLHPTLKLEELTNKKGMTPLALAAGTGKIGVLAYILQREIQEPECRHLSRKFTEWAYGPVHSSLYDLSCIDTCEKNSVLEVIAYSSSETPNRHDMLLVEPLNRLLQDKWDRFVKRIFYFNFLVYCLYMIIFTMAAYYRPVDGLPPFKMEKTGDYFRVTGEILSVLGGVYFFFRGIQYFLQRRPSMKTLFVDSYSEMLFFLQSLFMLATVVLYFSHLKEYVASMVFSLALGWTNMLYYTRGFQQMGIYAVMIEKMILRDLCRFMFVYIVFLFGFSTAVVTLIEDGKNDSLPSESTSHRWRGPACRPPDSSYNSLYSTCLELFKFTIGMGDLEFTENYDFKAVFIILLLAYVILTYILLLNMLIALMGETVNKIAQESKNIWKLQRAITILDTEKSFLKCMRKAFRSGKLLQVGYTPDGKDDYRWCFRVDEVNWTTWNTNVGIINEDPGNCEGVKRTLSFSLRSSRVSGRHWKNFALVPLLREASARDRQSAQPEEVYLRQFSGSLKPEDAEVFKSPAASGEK
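Fluo-8 calcium influx in TRPV1-expressing cells, kinetic read (ex 480/em 520 nm). Compound added and read 3 min for agonist activity, followed by capsaicin at EC20 final and 2 min further read for enhancement.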
USP2a inh – USP2a (human) protease inhibition | O75604 | USP2 core, Ub-CHOP2 coupled fluorogenic reporter, 485/531 | Potency, µM (doses to about 38.3 µM), inactives show at the top dose activity change, negative = inhibition, hits mostly inhibitors | 330,000 compounds, 0.01% hits;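 note: potency is the fitted concentration of half-maximal effect; plate controls were DMSO wells for no effect and full inhibition by NEM control for full effect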
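Deubiquitinase activity read as fluorescence (485/531 nm) after Ub-CHOP2 cleavage activates the enterokinase reporter on its substrate; USP2 core 10nM, Ub-CHOP2 and substrate 25nM each, 30min compound preincubation then 60min RT; data normalized to NEM, curves fitted.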
TSHR antagonist – antagonists of human thyroid stimulating hormone receptor. TSHR-expressing cells, TSH-stimulated cAMP HTRF, 2 h; stronger effect = lower value. activity change, negative = inhibition, % at 11.5 µM. 330,000 compounds, 0.2% hits. AID 504810;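 active = activity change below a set negative limit, meaning inhibition stronger than a set level, cut at about -70% in these data; inconclusive = activity change between two set negative limits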; note: % is set by controls: 0 for no effect and ±100 for the full control effect
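Antagonism was scored as loss of TSH-driven cAMP in TSHR cells, stimulated with 4nM TSH (EC80) for 2 hours at 37 deg C and detected by homogeneous HTRF competition immunoassay.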
* hit, by the source's call; ? = inconclusive; / = not tested or not shown; [ ] = dose if it differs, or a comment. Unless noted, calls come from the whole dose curve; as a rule, active = well fitted curve in the direction sought with a large enough effect; inconclusive = small, poorly fitted or top-dose-only effect, or another doubt; inactive = no such curve, though single readings can be large; an effect the other way counts as inactive or inconclusive.

SMILES	ELG1 repair inh	AT treatment	Mito fusion act	Eya2 phos inh	KCNH2 3.1 inh	hERG WT inh	TCR activator	TRPV1 ag	USP2a inh	TSHR antagonist
COc1cc(/C=N/NC(=O)c2cnn3c(C)cc(-c4ccccc4)nc23)ccc1O	?	1%	-2%	-6%	-5	-3	-5%	-4	0%	-2
NS(=O)(=O)c1cccc(NC(=S)NCc2ccccc2)c1	8%	1%	-3%	4%	-4	2	/	19	9%	-4
Cc1sc2nc(C(C)(C)C)oc(=O)c2c1C	0%	-2%	-1%	-12%	?	-21	5%	-1	-5%	11
CC(C)COc1ccc(C(=O)Nc2ccccc2[N+](=O)[O-])cc1	?	2%	-3%	-21%	0	3	0%[46.1 µM]	?	-1%	-14
COc1cc2c(cc1/C=C/C(=O)O)OC(C)C2 (stereo not drawn)	11%	-7%	-6%	2%	34	1	8%	-1	1%	-14
Cc1ccccc1C(=O)Nc1ccc(-c2nc3ccc(C(=O)c4ccccc4)cc3[nH]2)cc1	?	7%	-3%	-9%	7	-3	-3%	0	0%	-14
COC(=O)c1ccc(CNC(=O)C2CCC(=O)N(CCN3CCOCC3)C2)cc1 (stereo not drawn)	-10%	-3%	3%	0%	7	1	-5%	2	1%	12
CCn1c(SCC(=O)N/N=C/c2ccccc2OCC(=O)O)nnc1-c1ccc(C(C)(C)C)cc1	6%	-1%	7%	-7%	-9	0	3%	-1	0%	0
COC(=O)[C@@H]1CC(O)CN1C(=O)C12CC3CC(CC(C3)C1)C2 (stereo partly drawn)	-10%	-5%	3%	5%	1	-3	3%	-2	-2%	3
COc1ccccc1NC(=O)c1cc2cc(Br)ccc2cc1O	-17%	5%	-40%[inhibitor]	10%	5	20	19%	29	-6%	?
O=C(COC(=O)CCCOc1ccc(Cl)cc1Cl)NCc1ccccc1	4%	-15%	-9%	-16%	7	-5	-4%	17	2%	-1
N#CC1=C(N)NC(SCC(=O)Nc2ccc(Br)cc2)=C(C#N)C12CCCCC2	23µM*	/	3%	18%	-33	-146*	-1%	6	1%	-16
COc1ccccc1N1CCN(C(CNS(=O)(=O)c2cc(F)ccc2F)c2cccnc2)CC1 (stereo not drawn)	-2%	-9%	8%	-10%	14	27	2%	-1	2%	23
CCn1ncc(Cl)c1C(=O)Nc1cc([N+](=O)[O-])ccc1OC	8%	-1%	/	12%	-6	4	2%[46.1 µM]	26	4%	5
O=C(COC(=O)Cc1c(Cl)cccc1Cl)NCC1CCCO1 (stereo not drawn)	-8%	6%	-4%	-3%	5	-24	-3%	6	4%	1
COc1ccc(NS(=O)(=O)c2ccc3oc(=O)c4[nH]c(=O)c(=O)n(C)c4c3c2)cc1	0%	-1%	-8%	0%	-2	3	3%	1	1%	-10
COC(=O)c1cccc(NC(=S)Nc2cccc(Cl)c2C)c1	1%	0%	5%	5%	-6	0	9%[46.1 µM]	1	4%	2
CCCC(=O)NCc1ccccc1Cl	-9%	3%	0%	0%	-15	-1	3%	0	3%	-2
CN(C)C(=O)C1C2NC(=S)N(c3ccccc3)C1(C)Oc1ccccc12 (stereo not drawn)	-1%	0%	-3%	-1%	-3	-13	-1%	-3	0%	2
O=C(N/N=C/c1cccnc1)c1cc2ccccc2o1	27%	2%	-5%	2%	5	/	12%[46.1 µM]	29	0%	2
CCOC(=O)/C=C1\Nc2ccccc2SC1=O	-1%	-3%	-1%	11%	-9	-3	3%	-1	1%	1
Cc1cccc(NC(=O)CSc2nnnn2-c2ccc3c(c2)OCCO3)n1	?	0%	2%	-2%	-3	-7	-1%	24	1%	-29
O=C(Nc1ccccc1C(=O)N1CCOCC1)c1ccc(Br)cc1	0%	3%	2%	-3%	-6	7	2%	4	4%	6
CC1CCCN(S(=O)(=O)c2ccc([N+](=O)[O-])cc2)C1 (stereo not drawn)	0%	0%	-1%	3%	11	23	-6%	5	0%	-4
Cc1nc(CC(=O)c2ccc(O)c(C)c2O)cs1	?	4%	-5%	2%	-3	-3	3%	?	1%	18

Next results:
SMILES	ELG1 repair inh	AT treatment	Mito fusion act	Eya2 phos inh	KCNH2 3.1 inh	hERG WT inh	TCR activator	TRPV1 ag	USP2a inh	TSHR antagonist
O=C1c2ccccc2CCC12N=NCC2c1ccc(Cl)cc1 (stereo not drawn)	-6%	8%	9%	-1%	-2	0	3%	5	1%	-1
O=C(CNC(=O)c1cccs1)Nc1cccc(S(=O)(=O)N2CCOCC2)c1	4%	1%	1%	10%	5	-3	2%	0	0%	-1
COc1ccc(S(=O)(=O)N2CCCC2CNC(=O)C(=O)NCc2ccccn2)cc1 (stereo not drawn)	-3%	-1%	0%	11%	6	7	0%	-2	2%	-1
CN(C)c1ccc(N2C(=O)CC(Sc3ccccc3C(=O)O)C2=O)cc1 (stereo not drawn)	13%	0%	-1%	2%	11	5	0%[46.1 µM]	-1	-1%	-7
COc1ccc(C(=O)N2CCN=C2c2ccccc2)cc1OC	-1%	-5%	1%	12%	23	3	-18%	-2	-2%	-3
COc1ccc2c(CCNC(=O)/C=C/c3ccc(OC)c(OC)c3)c[nH]c2c1	23µM*	5%	1%	5%	5	-6	7%	1	2%	-11
Cc1cc(C)c(S(=O)(=O)N2CCCCC2)c(C)c1N(C)S(=O)(=O)c1ccc(Cl)cc1	-27%	-1%	9%	-7%	-1	2	-6%[46.1 µM]	10	-2%	10
CCc1ccccc1N1C(=O)CC(Sc2nccc(C)n2)C1=O (stereo not drawn)	-1%	-11%	-18%	13%	-31	-8	1%	-5	0%	-8
CCO[C@@H]1OC(C(=O)N2CCOCC2)=C[C@H](c2ccc(Br)cc2)[C@H]1CCCO	14%	-5%	3%	7%	/	/	1%	14	2%	-6
CN1C(C(=O)NCc2cccc(Br)c2)CC2Cn3c(nc4cc5ccccc5cc43)C21 (stereo not drawn)	12%	-6%	-6%	-5%	-23	0	2%	1	-6%	-6
COc1cccc(N2C(=O)CC(NNc3nc4ccccc4s3)C2=O)c1 (stereo not drawn)	?	41%	-2%	6%	6	-1	-9%	13	8%	15
CCCCCNC(=O)c1ccc2c(=O)n(CCOC)c(=O)[nH]c2c1	-10%	/	0%	10%	5	-5	3%	0	-2%	-2
C/C=C(\C)C(=O)NCCN1C2=NC[C@H](Cc3ccc(O)cc3)N2C[C@@H]1Cc1ccc(OC)cc1	6%	-10%	-3%	-8%	-104*	-3	-10%	0	0%	15
COc1ccccc1NC(=O)COC(=O)C12CC3CC(CC(Cl)(C3)C1)C2	-16%	4%	10%	8%	-9	-5	3%	?	0%	-9
Cc1cc2c(=O)n(Cc3ccco3)c(SCC(=O)NCc3ccco3)nc2s1	16%	2%	-2%	15%	-19	-5	0%	-2	-1%	-5
COc1ccc(SCC(=O)c2cc(C)c(OC(=S)N(C)C)c(C)c2)cc1	-14%	5%	7%	-5%	-9	-8	-3%	?	4%	-24
Cc1ccc(C(=O)Nc2ccccc2C(=O)O)cc1S(=O)(=O)NC1CCCCC1	13%	-3%	-1%	15%	-71*	7	-2%	-4	2%	-20
COc1ccc(/C=C/CN2CCN(Cc3cccc(OC)c3)C(CCO)C2)cc1 (stereo not drawn)	10%	7%	1%	-15%	-17	-1	4%	3	-3%	13
Cc1cc(C)c(NC(=O)CN2CCCCCC2)c(C)c1	?	1%	17%	-7%	-2	14	-5%	14	0%	6
COc1ccc(C2CC(C(F)(F)F)n3nc(C(=O)NCc4cn(C)nc4C)c(Cl)c3N2)cc1 (stereo not drawn)	23µM*	0%	1%	17%	6	7	/	5	1%	-17
CCC[n+]1c(C)sc2c3c(ccc21)CCCC3	?	-4%	?	9%	-9	1	1%	8	0%	-7
COc1ccc(-c2cc3c(=O)n(CC(=O)NCCCN4CCC(N5CCCCC5)CC4)nc(C)n3n2)cc1	-4%	-25%	-3%	5%	15	-17	8%	1	1%	4
COc1ccc(C2=Nn3c(nnc3-c3ccccc3OC)SC2)cc1OCC1CC1	?	-11%	/	-5%	/	/	2%	/	-12%	134
CC1(C)Cc2c(sc(NC(=O)COc3ccc(Cl)cc3)c2C#N)C(C)(C)N1	2%	-6%	5%	-6%	5	0	-3%	4	3%	3
COc1cc(Cl)cc(NC(=O)CCN2CCN(C)CC2)c1	17%	4%	-4%	11%	4	14	-6%	1	0%	16

2 of the compounds above, in markdown:
| Structure | ELG1 repair inh | AT treatment | Mito fusion act | Eya2 phos inh | KCNH2 3.1 inh | hERG WT inh | TCR activator | TRPV1 ag | USP2a inh | TSHR antagonist |
| --- | --- | --- | --- | --- | --- | --- | --- | --- | --- | --- |
| Cc1cc2c(=O)n(Cc3ccco3)c(SCC(=O)NCc3ccco3)nc2s1 | 16% | 2% | -2% | 15% | -19 | -5 | 0% | -2 | -1% | -5 |
| COc1ccc(SCC(=O)c2cc(C)c(OC(=S)N(C)C)c(C)c2)cc1 | -14% | 5% | 7% | -5% | -9 | -8 | -3% | ? | 4% | -24 |

A portion of the library. The share of hits here may be higher or lower than overall.
